Assay outcomes from PubChem.
ERG-DNA inh: inhibitors of human ERG Ets domain-DNA interaction; 370,000 tested, 0.028% active; fluorescence polarization, His-ERG Ets domain / labelled DNA; Potency, µM (highest dose often 76.9 µM), for inactives: at the top dose FP activity, negative = inhibition, hits mostly inhibitors; AID 624246; active means well fitted inhibition curve with a large enough effect in the polarisation, with a control signal flat; inconclusive means small, poorly fitted or top-dose-only effect, or effect the other way, or a change in a side signal; inactive means no such curve, though single readings can be large or run the other way; the % refers to the polarisation;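 further: polarization taken with two DNA probes labelled with fluorescein and Texas red; potency means the concentration at half of the fitted maximal effect; % of control where 0% means no effect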
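His-tagged ERG Ets domain (1 uM in the protein solution; 300mM KCl, 50mM Tris-HCl, 1mM EDTA, 1mM DTT, pH 7.5) received compound, then a probe mix of 5 nM fluorescein-DNA and 100nM Texas-615-DNA. Fluorescence polarization was read for both dyes.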
PI4K2A inh: blocks human PI4K2A kinase activity; purified PI4K2A, ADP-Glo luminescence, 1 h; stronger effect = lower value; activity change, negative = inhibition, % at 76.9 µM; 420,000 tested, 0.13% active; in the data active means activity change below about -50%; inconclusive means mostly about -30% to -49%;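 further: -100% = wells without enzyme as full effect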
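In this quantitative HTS, ADP production by PI4K2A was quantified luminescently after 1 h at ambient temperature; 100 microM adenosine served as plate-quality control.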
HP1b chromo inh: blocks HP1-beta chromodomain binding to methylated histone tails; P83916; AlphaScreen HP1-beta / biotin-H3K9me3 peptide binding; Potency, µM (highest dose often 114 µM), without a hit: at the top dose activity change, negative = inhibition, usual class: inhibitors; 390,000 tested, 0.56% active; AID 540317; further: potency means the concentration at half of the fitted maximal effect; nearly all actives have a fitted effect of over 70% in size; inactives centre near 23
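Compound inhibition of the preformed complex between 50 nM HP1-beta and 50 nM biotinylated H3K9me3 peptide was read by AlphaScreen. Buffer was PBS pH 7.4 with 0.01% Tween-20. Incubations ran 30 min at room temperature, with 10 ug/mL donor/acceptor beads.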
G9a block: blocks human histone lysine methyltransferase G9a; 350,000 tested, 8.8% active; G9a H3K9 monomethylation, AlphaScreen, 2 h; Q96KQ7; Potency, µM (top dose mostly 102 µM), inactives show top-dose activity, negative = inhibition, usual class: inhibitors; further: potency means the concentration at half of the fitted maximal effect; on the % scale 0 is the no-effect control and ±100 the full control effect; nearly all actives have a fitted effect of over 75% in size
Target sequence (Q96KQ7 913-1193 limits assumed): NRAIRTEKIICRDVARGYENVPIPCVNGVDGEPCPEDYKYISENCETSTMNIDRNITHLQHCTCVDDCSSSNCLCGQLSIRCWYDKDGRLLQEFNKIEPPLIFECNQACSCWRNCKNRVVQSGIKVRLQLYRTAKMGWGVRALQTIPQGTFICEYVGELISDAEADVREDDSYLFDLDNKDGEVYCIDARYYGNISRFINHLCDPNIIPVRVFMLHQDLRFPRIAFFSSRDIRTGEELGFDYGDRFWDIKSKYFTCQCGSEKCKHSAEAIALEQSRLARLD
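Chemiluminescent proximity detection of H3K9 monomethylation, read after 10 min bead incubation in the dark. Reaction: 20 nM G9a, 500 nM biotin-H3K9 peptide, 20 uM SAM cofactor, 2 h, room temperature, following 15 min enzyme-compound preincubation.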
RGS4 inhibitor: inhibitors of human regulator of G protein signaling 4 | P49798 | Transcreener GDP fluorescence polarization, RGS4-accelerated GTP hydrolysis | Potency, µM (series often up to 114 µM), for the others: top-dose activity change, negative = inhibition, actives largely listed as inhibitors | 390,000 tested, 0.039% active | AID 504845; further: potency means the concentration at half of the fitted maximal effect; on the % scale 0 is the no-effect control and ±100 the full control effect; nearly all actives have a fitted effect of over 75% in size; some results filed as inactive show a strong effect at the top dose
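MLSMR compounds (23 nl, pin-transferred) preincubated 10 min at room temperature with a 500nM (2x) first reagent, then RGS4 at 900nM (2x) plus Transcreener GDP mix added; fluorescence polarization (620/688 nm) read before and after 90 min at 30 °C.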
12-LOX inh: blocks human arachidonate 12S-lipoxygenase. purified 12hLO, xylenol orange hydroperoxide absorbance. Potency, µM (top dose mostly 108 µM), inactives show at the highest dose activity change, negative = inhibition, most hits filed as inhibitors. 580,000 tested, 1.1% active; further: potency means the concentration at half of the fitted maximal effect; on the % scale 0 is the no-effect control and ±100 the full control effect
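Hydroperoxide product was detected by ferrous iron/xylenol orange as the 573 to 405 nm absorbance ratio. Arachidonic acid at 40 uM (final) was turned over for 30 min at room temperature by 150 nM human 12hLO, pH 7.0 Hepes buffer, after 15 min compound preincubation.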
GLS inhibitor: inhibitors of human glutaminase (GLS) | O94925 | 410,000 tested, 0.21% active | Potency, µM (series often up to 45.5 µM), for the others: top-dose activity change, negative = inhibition, most hits filed as inhibitors | GLS enzymatic activity, qHTS titration; further: potency means the concentration at half of the fitted maximal effect; on the % scale 0 is the no-effect control and ±100 the full control effect
Target sequence (O94925 whole entry, looked up): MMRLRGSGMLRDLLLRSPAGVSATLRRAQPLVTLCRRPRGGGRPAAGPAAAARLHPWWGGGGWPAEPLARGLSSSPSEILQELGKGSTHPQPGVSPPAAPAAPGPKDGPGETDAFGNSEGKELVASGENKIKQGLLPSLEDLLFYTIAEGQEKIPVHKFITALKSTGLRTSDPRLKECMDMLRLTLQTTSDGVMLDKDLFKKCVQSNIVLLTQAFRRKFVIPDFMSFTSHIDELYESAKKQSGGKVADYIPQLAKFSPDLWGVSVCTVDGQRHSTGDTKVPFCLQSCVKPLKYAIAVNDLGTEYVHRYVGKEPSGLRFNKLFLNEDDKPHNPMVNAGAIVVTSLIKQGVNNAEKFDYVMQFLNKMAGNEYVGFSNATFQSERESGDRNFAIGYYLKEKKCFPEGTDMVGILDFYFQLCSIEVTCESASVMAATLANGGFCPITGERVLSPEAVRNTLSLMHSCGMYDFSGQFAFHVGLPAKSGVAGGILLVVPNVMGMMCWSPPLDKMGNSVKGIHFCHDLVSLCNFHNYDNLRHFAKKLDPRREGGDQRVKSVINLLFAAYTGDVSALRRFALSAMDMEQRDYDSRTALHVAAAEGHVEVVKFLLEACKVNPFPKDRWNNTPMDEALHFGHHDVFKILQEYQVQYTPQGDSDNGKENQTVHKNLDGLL
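Glutamate formation by hKGA was monitored fluorometrically using coupled glutamate oxidase, HRP and Amplex Red. Substrate was added as 1 mM L-glutamine solution; incubation was 30 min at RT after an initial read.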
JMJD2A Tudor: inhibitors of human JMJD2A Tudor domain | O75164 | AlphaScreen JMJD2A-Tudor / H3K4me3 peptide binding | Potency, µM (series often up to 114 µM), without a hit: at the highest dose activity change, negative = inhibition, most hits filed as inhibitors | 390,000 tested, 4.4% active; further: potency means the concentration at half of the fitted maximal effect; on the % scale 0 is the no-effect control and ±100 the full control effect; nearly all actives have a fitted effect of over 50% in size
BAZ2B inh: blocks human BAZ2B | Q9UIF8 | AlphaScreen BAZ2B-H3K14Ac peptide displacement | Potency, µM (titrated, usually from 114 µM), for inactives: top-dose activity change, negative = inhibition, hits mostly inhibitors | 360,000 tested, 4.4% active | AID 504333; further: potency means the concentration at half of the fitted maximal effect; on the % scale 0 is the no-effect control and ±100 the full control effect; nearly all actives have a fitted effect of over 60% in size
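Complex of BAZ2B and biotin-H3K14Ac (50 nM apiece) forms over 30 min at RT, then faces library compounds up to 110 uM for another 30 min; AlphaScreen beads added, 20 min dark incubation, luminescence read.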
* = called active by the depositor; ? = inconclusive; · = not tested or not shown; & = joins results of further samples; [ ] = remark or other dose. Unless noted, the call rests on the fitted dose curve; in most records, active means well fitted curve in the direction sought with a large enough effect; inconclusive means small, poorly fitted or top-dose-only effect, or another doubt; inactive means no such curve, though single readings can be large; an effect the other way counts as inactive or inconclusive.

SMILES	ERG-DNA inh	PI4K2A inh	HP1b chromo inh	G9a block	RGS4 inhibitor	12-LOX inh	GLS inhibitor	JMJD2A Tudor	BAZ2B inh
O=C(C1CCN(S(=O)(=O)N2CCCC2)CC1)N1CCCCC1	·	-1	27%	17%[59 µM]	-14%	3%	7%	-17%	6%
C/C(CC1(O)C(=O)N(C)c2ccccc21)=N\O (configuration not stated)	6%	-4	-2%	-1%[59 µM]	-2%	5%	10%	-26%	·
CCN(CCCNC(=O)c1ccc(N2CCCC2=O)cc1)c1cccc(C)c1	-1%	-1	-12%	28µM*	1%	0%	66%[activator]	-23%	-37%
CCCNC(=O)c1nn2cc(Br)cnc2c1Br	2%	-2	46%[activator]	-43%	-12%	?	-8%	-3%	?
CCOc1ccccc1NC(=O)C1CCN(S(=O)(=O)c2cccc3nonc23)CC1	1%	-1	21%	-7%[59 µM]	-1%	-4%	-7%	-14%	5%
CCC1(c2ccccc2)NC(=O)N(CC(=O)Nc2cc(C(F)(F)F)ccc2N2CCCC2)C1=O (configuration not stated)	0%	0	21%	5%[0.501 µM]	-19%	-10%	14%	-36%	?
COc1ccc(N2C(=O)CC(c3ccccc3)C2=O)cc1 (configuration not stated)	10%	4	9%	-6%	19%	15%	1%	0%	2%
COc1c(S(=O)(=O)NCCN2CCOCC2)ccc(Cl)c1Cl	·	-2	15%	43%[12.7 µM]	7%	18%	14%	-12%	8%
CC(=O)c1cn(CC(=O)Nc2c(C)cccc2C)c2ccccc12	1%	-3	29%	19%	0%	13%	2%	2%	?
Cc1nc(Oc2ccccc2C)c2oc3ccccc3c2n1	14%	-2	51%[activator]	21%[59 µM]	13%	-20%	2%	12%	20%
Cc1ccc(CNC(=O)c2ccc(CN3CC(=O)N4CCCCC4C3=O)cc2)cc1 (configuration not stated)	-4%	1	23%	-14%[59 µM]	-3%	-17%	1%	-6%	0%
C/C=C/C(=O)OCC(=O)NC(=O)NC(C)C	-7%	5	24%	12%[59 µM]	8%	7%	1%	-2%	6%
COc1ccc(NC(=O)Cn2c(=O)n(Cc3ccccc3)c(=O)c3oc4ccccc4c32)cc1Cl	5%	0	12%	1%[59 µM]	-29%	-9%	1%	-14%	-15%
Nc1nonc1C(=O)N/N=C/c1cccc([N+](=O)[O-])c1	13%	5	8%	15%[59 µM]	3%	-4%	-9%	-4%	6%
CCOC(=O)CC(NC(=O)CCS(=O)(=O)c1ccc2c(c1)n(C)c(=O)c(=O)n2C)c1ccc(C)cc1 (configuration not stated)	-2%	-3	30%	7%	44%	0%	-7%	4%	-19%
COC(=O)C1=C(C)OC(N)=C(C#N)C1c1cc(OC)c(OCC(N)=O)cc1Cl (configuration not stated)	-4%	-4	41%[activator]	?	-30%	-2%	2%	-21%	-34%
O=C(c1cccc(C(F)(F)F)c1)N1CCC(O)(CS(=O)(=O)Cc2ccccc2)CC1	-1%	8	24%	18%	-8%	0%	·	15%	-5%
COc1ccc(OC)c(CNC(=O)c2cc(S(=O)(=O)N3CCC(C)CC3)cn2C)c1	0%	-6	9%[57 µM]	9%[59 µM]	14%	-13%	3%	-29%	?
O=C(Cc1ccc(-c2ccccc2)cc1)NCCN1CCOCC1	-3%	-2	53%[activator]	-12%	26%	-25%	-1%	-3%	2%
CCN(CC)CC(=O)Nc1cccc(S(=O)(=O)N2CCCC2)c1	0%	2	9%	·	1%	-17%	-1%	2%	-10%
CCOc1ccc(S(=O)(=O)N2Cc3ccccc3CC2C(=O)O)cc1 (configuration not stated)	11%	-7	26%	50µM*	-17%[11.4 µM]	10%	28%	3%[11.4 µM]	?
CC(Sc1nc(N)cc(N)n1)C(=O)Nc1ccc(N2CCOCC2)cc1 (configuration not stated)	4%	-2	34%	-49%[12.7 µM]	-30%	3%	33%[activator]	-5%	-25%
CC(/C=N/NC(=O)C(O)c1ccccc1)=C\c1ccccc1 (configuration not stated)	·	-7	2%	23%[0.501 µM]	4%	8%	-2%	-18%	?
Nn1c(=O)[nH]c2c([nH]c3ccccc32)c1=O	1%	-1	20%	18%	-13%	0%	?	-6%	0%
O=C(CCC(=O)N1CCN(c2ccccc2F)CC1)c1ccc(Cl)s1	-3%	3	35%	·	9%	?	6%	-2%	·

Arranged by the number under GLS inhibitor (low to high): 3 of the compounds above.
SMILES	ERG-DNA inh	PI4K2A inh	HP1b chromo inh	G9a block	RGS4 inhibitor	12-LOX inh	GLS inhibitor	JMJD2A Tudor	BAZ2B inh
CCN(CC)CC(=O)Nc1cccc(S(=O)(=O)N2CCCC2)c1	0%	2	9%	·	1%	-17%	-1%	2%	-10%
O=C(C1CCN(S(=O)(=O)N2CCCC2)CC1)N1CCCCC1	·	-1	27%	17%[59 µM]	-14%	3%	7%	-17%	6%
CCC1(c2ccccc2)NC(=O)N(CC(=O)Nc2cc(C(F)(F)F)ccc2N2CCCC2)C1=O (configuration not stated)	0%	0	21%	5%[0.501 µM]	-19%	-10%	14%	-36%	?

A different layout for 4 compounds above.
compound | ERG-DNA inh | PI4K2A inh | HP1b chromo inh | G9a block | RGS4 inhibitor | 12-LOX inh | GLS inhibitor | JMJD2A Tudor | BAZ2B inh
Cc1nc(Oc2ccccc2C)c2oc3ccccc3c2n1 | 14% | -2 | 51%[activator] | 21%[59 µM] | 13% | -20% | 2% | 12% | 20%
O=C(C1CCN(S(=O)(=O)N2CCCC2)CC1)N1CCCCC1 | · | -1 | 27% | 17%[59 µM] | -14% | 3% | 7% | -17% | 6%
CCN(CCCNC(=O)c1ccc(N2CCCC2=O)cc1)c1cccc(C)c1 | -1% | -1 | -12% | 28µM* | 1% | 0% | 66%[activator] | -23% | -37%
CCN(CC)CC(=O)Nc1cccc(S(=O)(=O)N2CCCC2)c1 | 0% | 2 | 9% | · | 1% | -17% | -1% | 2% | -10%

(cont.)
SMILES	ERG-DNA inh	PI4K2A inh	HP1b chromo inh	G9a block	RGS4 inhibitor	12-LOX inh	GLS inhibitor	JMJD2A Tudor	BAZ2B inh
Cc1cccc2nc(Cn3c(=O)n(CCC(=O)NCc4ccco4)c(=O)c4sccc43)cc(=O)n12	3%	6	31%	23%[59 µM]	-13%	9%	-12%	7%	-6%
CCCC(=O)NCC1(N(C)C)CCCCC1	0%	-6	21%	2%[59 µM]	12%	-22%	1%	-12%	3%
CCOC(=O)[C@H]1[C@H]2COc3ccc(Cl)cc3[C@@H]2N2C(=O)c3cc(F)c(F)cc3NC(=O)[C@@]12C	-9%	-9	16%	27%[2.33 µM]	-4%	-2%	-1%	-17%	0%
c1ccc(CC(Cc2ccccc2)c2ccccn2)cc1	9%	2	223%[activator]	·	4%	-3%	-4%	92%[activator]	·
CCC(C)[C@H](NC(=O)NCc1cccc(OC)c1)C(=O)O (some centres not stated)	-8%	4	27%	2%[59 µM]	-3%	-6%	4%	-13%	5%
Cc1cc(NC(=O)c2cc3nc(C4CC4)cc(C(F)(F)F)n3n2)no1	-12%	-4	13%	4%[59 µM]	-21%	3%	-3%	-10%	-1%
O=C(O)CCC(=O)N1CCOc2ccc(Cl)cc21	2%	13	9%	·	21%	0%	3%	-17%	8%
Cc1ccc(Nc2nc(-c3ccccc3)nc3ccccc23)cc1	3%	4	88%[activator]	20%[59 µM]	5%	?	-9%	43%[activator]	24%
O=C(NCCc1ccccn1)c1cc(-c2ccc(Cl)cc2)nc2ccccc12	5%	1	15%	?	-11%	9%	0%	-2%	-5%
CC12CCC(C(=O)N(c3ccccc3Cl)C1=O)C2(C)C (configuration not stated)	-2%	-4	47%	-10%[59 µM]	0%	0%	-4%	-7%	3%
CC(C)NC(=O)NC(=O)COc1ccc(Br)cc1Br	4%	-11	41%[activator]	?	-17%	-11%	-13%	-4%	-4%
CCOCCn1c(=O)c2c(nc3n2CCN3c2ccc(C)cc2)n(C)c1=O	-22%	3	18%	·	3%	0%	-1%	4%	·
CN(C)c1ccc(CNC(=O)C2COc3ccccc3C2)cc1 (configuration not stated)	3%	-8	-4%[57 µM]	?	-10%	?	13%	-30%	-27%
COc1ccc(Nc2oc(COc3ccccc3F)nc2C#N)cc1	17%	-4	-5%	35µM*	-39%	-20%&33%	7%	?	?
Cc1cccc(OCc2nnc(SCC(=O)N3CCN(c4ccccc4)CC3)o2)c1C	4%	-6	26%	?	-1%	50%[activator]	-6%	-2%	-4%
Cc1ccccc1-n1nc2c(c1NC(=O)/C=C\c1ccc3c(c1)OCO3)CSC2	-5%	-3	27%	-9%	14%	-22%	2%	-23%	-38%
COc1ccc(CC(=O)N2CCN(c3ccc(F)cc3)CC2)cc1	2%	5	19%	·	3%	13%	15%	-14%	-12%
Cc1ccc(S(=O)(=O)n2nc(-c3ccco3)nc2N)cc1	15%	-5	20%	·	6%	-14%	-10%	-3%	0%
CCc1cccc(C)c1NC(=S)NCC(c1cccnc1)N1CCOCC1 (configuration not stated)	-8%	3	36%	-6%	7%	11%	-9%	-6%	-5%
Cc1ccc(-c2nnc(SCC(=O)N/N=C/c3ccccc3C(=O)O)n2C2CCCCC2)cc1	-7%	6	33%	62%[activator]	-11%	19%	-3%	-9%	-10%

Some of the compounds tested; count on the stated rates, not on these rows.
